Lipid storage S3: qHTS Assay for Lipid Storage Modulators in Drosophila S3 Cells; 0.64% of 320,000 active; Drosophila S3 cells, BODIPY lipid droplet fluorescence, 18-24 h; cells fed with added oleic acid; Potency in µM for hits, for the others lipid storage change, negative = inhibition, % at the top dose, mostly 46.1 µM; active = well fitted inhibition curve with a large enough effect in the signal ratio, with a control signal flat, not every such curve was filed as active; inconclusive = small, poorly fitted or top-dose-only effect, or effect the other way, or a change in a side signal; the % refers to the signal ratio
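Laser-scanning cytometry quantifies lipid droplet accumulation (500–530 nm total intensity; droplet/cell object ratio) in oleic acid-fed (400 uM added) Drosophila S3 cells treated with a concentration series. 20 uM Triacsin C defined 100% inhibition.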
Lipid storage S3 cell count max: second read-out of Lipid storage S3, no call of its own (marks repeat the call); cell number change, %; measured here: cell count max response;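 cells counted by Cell Tracker Red CMTPX staining in the red channel; peak over a dose series mostly up to 46.1 µM; percent activity relative to internal control wells on each plate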
An asterisk follows results filed as active; i = inactive; ? = inconclusive; / = not tested or not shown; [ ] = remark or other dose. % is set by controls: 0 for no effect and ±100 for the full control effect; potency is the fitted concentration of half-maximal effect. The list is partial; rates above refer to the full screens.

(1) Cc1csc(SCC(=O)Nc2cccc(S(=O)(=O)N3CCOCC3)c2)n1
(2) C=CCOC(=O)c1[nH]c2c(c1C)C(=O)CC(c1ccco1)C2 (stereo unspecified)
(3) CCN(CC)CCNC(=O)c1ccc(NC(=O)c2ccc(S(=O)(=O)N3CCCCCC3)cc2)cc1
(4) CCOC(=O)c1c(C)[nH]c(C)c1S(=O)(=O)NCCN1CCN(c2ccccc2F)CC1
(5) COc1ccc(-c2oc3ncn(CCN4CCOCC4)c(=N)c3c2-c2ccc(OC)cc2)cc1
(6) CCOC(=O)N=Nc1c(O)n(Cc2ccccc2)c2ccccc12
(7) Cc1ccc(NS(=O)(=O)c2ccc(CCC(=O)N3CCCC3)cc2)cc1
(8) COc1ccc2c(c1)C(=O)[C@H](O)[C@@H](c1ccc(OC)c(Br)c1)O2
(9) COc1ccccc1/C=C/C=N/n1c(-c2ccc(Cl)cc2)n[nH]c1=S
(10) O=C(Nc1cc(F)cc(F)c1)c1ccc(NCCCN2CCCCCC2)c([N+](=O)[O-])c1
Screen / compound no.	1	2	3	4	5	6	7	8	9	10
Lipid storage S3	23%	?	16%	i	?	?	14%	-2%	-28%	0%
Lipid storage S3 cell count max	/	/	/	3	/	/	1	-13	19	3

6 compounds from above, arranged by the number in Lipid storage S3, low to high.
(9) COc1ccccc1/C=C/C=N/n1c(-c2ccc(Cl)cc2)n[nH]c1=S
(8) COc1ccc2c(c1)C(=O)[C@H](O)[C@@H](c1ccc(OC)c(Br)c1)O2
(10) O=C(Nc1cc(F)cc(F)c1)c1ccc(NCCCN2CCCCCC2)c([N+](=O)[O-])c1
(7) Cc1ccc(NS(=O)(=O)c2ccc(CCC(=O)N3CCCC3)cc2)cc1
(3) CCN(CC)CCNC(=O)c1ccc(NC(=O)c2ccc(S(=O)(=O)N3CCCCCC3)cc2)cc1
(1) Cc1csc(SCC(=O)Nc2cccc(S(=O)(=O)N3CCOCC3)c2)n1
Screen / compound no.	9	8	10	7	3	1
Lipid storage S3	-28%	-2%	0%	14%	16%	23%
Lipid storage S3 cell count max	19	-13	3	1	/	/

The listing picks up, starting two compounds before the break.
(9) COc1ccccc1/C=C/C=N/n1c(-c2ccc(Cl)cc2)n[nH]c1=S
(10) O=C(Nc1cc(F)cc(F)c1)c1ccc(NCCCN2CCCCCC2)c([N+](=O)[O-])c1
(11) CN(CC(=O)NCc1ccco1)C(=O)C1CC(=O)N(c2ccc3c(c2)OCCO3)C1 (stereo unspecified)
(12) COc1ccc(CNC(=O)C(CCSC)NS(=O)(=O)c2ccccc2F)cc1 (stereo unspecified)
(13) Cc1nn(C)c(C)c1CN(C)C(=O)c1cc2nc(-c3ccco3)cc(C(F)(F)F)n2n1
(14) COc1ccc(-c2cc(N)n(S(=O)(=O)c3c(F)c(F)c(F)c(F)c3F)n2)cc1OC
(15) O=C(Nc1ccon1)c1cccc(C(F)(F)F)c1
(16) CCOc1ccc(S(=O)(=O)Nc2ccc(S(=O)(=O)N3CCOCC3)cc2)cc1
(17) O=C(COc1ccccc1)Nc1ccccc1N1CCN(c2ccccc2)CC1
(18) O=C(Nc1cc(Oc2ccc(Cl)cc2)cc([N+](=O)[O-])c1)c1ccco1
(19) CS(=O)(=O)N(CCc1ccccc1)CC(=O)NCc1ccc2c(c1)OCO2
(20) COc1ccc(OCC(=O)N2CCCC(CO)(CCOc3ccccc3)C2)cc1 (stereo unspecified)
Screen / compound no.	9	10	11	12	13	14	15	16	17	18	19	20
Lipid storage S3	-28%	0%	?	-21%	?	?	i	?	16%	-13%	?	?
Lipid storage S3 cell count max	19	3	/	-8	/	/	6	/	-11	-2	/	/

Some of the entries so far, as a markdown table.
| entry | mol | Lipid storage S3 | Lipid storage S3 cell count max |
| --- | --- | --- | --- |
| 16 | CCOc1ccc(S(=O)(=O)Nc2ccc(S(=O)(=O)N3CCOCC3)cc2)cc1 | ? | / |
| 17 | O=C(COc1ccccc1)Nc1ccccc1N1CCN(c2ccccc2)CC1 | 16% | -11 |
| 18 | O=C(Nc1cc(Oc2ccc(Cl)cc2)cc([N+](=O)[O-])c1)c1ccco1 | -13% | -2 |
| 19 | CS(=O)(=O)N(CCc1ccccc1)CC(=O)NCc1ccc2c(c1)OCO2 | ? | / |

The list goes on:
(21) CC(C)Cn1c(-c2ccc(C#N)cc2)nc2c1c(=O)[nH]c(=O)n2CC(C)C
(22) O=C(COc1cccc(Cl)c1)NCc1ccccc1
(23) OC1(c2cccc(F)c2)CCN(Cc2ccncc2)CC1
(24) COc1ccccc1N1CCN(C(=O)C(=O)N/N=C/c2ccccc2F)CC1
(25) COc1ccc(NC(=O)c2cc(F)cc(F)c2)cc1Cl
(26) O=C(Nc1ccc(N2CCOCC2)cc1)C1=NN(c2ccccc2)C(=O)CC1
(27) Cc1cccc(OC2CCN(Cc3nc(CC4CC4)no3)CC2)c1
(28) CCN(Cc1ccncc1)C(=O)CCc1ccccc1
(29) COc1cc(NC(=O)COC(=O)CO/N=C(\C)c2ccc3c(c2)OCO3)cc(OC)c1OC
(30) Cc1sc2ncn(-n3c(C)ccc3C)c(=O)c2c1C
Screen / compound no.	21	22	23	24	25	26	27	28	29	30
Lipid storage S3	?	1%	?	16%	i	?	12%	?	i	?
Lipid storage S3 cell count max	/	-11	/	4	-2	/	14	/	/	/

(31) C=CCN(CC=C)S(=O)(=O)c1ccc(C(=O)Nc2nc3c(s2)CCc2ccccc2-3)cc1
(32) COC(=O)CN(c1ccc2c(c1)OCO2)S(C)(=O)=O
(33) CCCCNC(=O)c1cn(-c2ccc(OCC)cc2)c(=O)c2cc(OC)c(OC)cc12
(34) CN(C)c1cc(-c2ccccc2)nc(-c2ccccc2)n1
(35) O=C1NC(=O)C2(CCc3ccccc32)N1 (stereo unspecified)
(36) CCc1nnc(SCCSc2nnc(CC)n2N)n1N
(37) Cc1ccc(S(=O)(=O)/C(C#N)=C/c2c[nH]c3ccccc23)cc1
(38) O=C(NCc1ccc(F)cc1)c1cc2c(s1)CS(=O)(=O)C2
(39) O=C(Nn1c(-c2ccc(Cl)cc2)nc2ccccc2c1=O)c1cccnc1Cl
(40) Cc1ccc(NS(=O)(=O)c2ccc3c(c2)NC(=O)CCS3)c(Cl)c1
Screen / compound no.	31	32	33	34	35	36	37	38	39	40
Lipid storage S3	?	?	?	?	12%	-23%	i	i	21%	i
Lipid storage S3 cell count max	/	/	/	/	-22	/	7	-4	7	4

(41) O=C(NC1=NCCS1)c1ccc([N+](=O)[O-])cc1Cl
(42) COc1ccc2nc(SCC(=O)Nc3ccc4c(c3)CCC4)[nH]c2c1
(43) O=C(Nc1ccc2c(c1)OCCO2)c1ccc(Cl)cc1
(44) Cc1cc2nc(SCC(=O)Nc3ccccc3C(=O)O)[nH]c2cc1C
(45) CC(C)N(C(=O)CN1C(=O)C(=O)c2ccccc21)c1ccccc1
(46) CN(C(=O)COC(=O)C1CCN(S(=O)(=O)c2cccs2)CC1)C1CCS(=O)(=O)C1 (stereo unspecified)
(47) O=C(Cc1csc(Nc2nc(=S)[nH]c3ccccc23)n1)NCCCN1CCN(c2cccc(Cl)c2)CC1
(48) Cc1nc(/N=C(\N)NC(=O)c2ccccc2)nc2ccccc12
(49) Cc1nn(-c2cc(N3CCNCC3)ccc2[N+](=O)[O-])c(=O)c2ccccc12
(50) Cc1c(Cl)cccc1NC(=S)N(CCCN1CCOCC1)Cc1ccco1
Screen / compound no.	41	42	43	44	45	46	47	48	49	50
Lipid storage S3	?	-5%	21%	?	-6%	?	-1%	?	i	?
Lipid storage S3 cell count max	/	-14	-2	/	22	/	-2	/	-25	/

(51) COc1ccc(C(=O)c2ccc(Cl)cc2Cl)cc1
(52) COc1ccc(/C=C2/SC(=O)N(NS(=O)(=O)c3ccccc3)C2=S)cc1OC
(53) CCCc1c(C(=O)N/N=C/c2sccc2C)nnn1-c1nonc1N
(54) O=C(CCNS(=O)(=O)c1cccc2nsnc12)NCCC1=CCCCC1
(55) O=C(Nc1ccc(N2CCOCC2)c(S(=O)(=O)Nc2ccc(Cl)cc2)c1)c1cnccn1
(56) COc1ccc(C2CC(c3ccc(F)cc3)Nc3nc(N)nn32)cc1 (stereo unspecified)
(57) COCC(=O)Nc1ncc(S(=O)(=O)c2ccc([N+](=O)[O-])cc2)s1
(58) CCc1nnc(NC(=O)CN2CCN(c3nc(-c4ccccc4)cs3)CC2)s1
(59) COc1ccccc1CCNC(=O)CCCn1nc(C)c2c(C)n(-c3ccc(C)cc3)nc2c1=O
(60) COC(=O)[C@@H](NC(=O)c1cc(COc2cncc(Cl)c2)on1)c1ccccc1
Screen / compound no.	51	52	53	54	55	56	57	58	59	60
Lipid storage S3	?	i	?	?	-4%	?	?	24%	i	?
Lipid storage S3 cell count max	/	16	/	/	10	/	/	6	9	/

(61) CCc1ccc(C(=O)N/N=C/c2cccc3ccccc23)nc1
(62) C[C@H](O)[C@H](O)[C@H]1CNc2nc(N)[nH]c(=O)c2N1
(63) COc1ccc2[nH]c(=O)c(CN(CCN(C)C)C(=O)NCc3ccccc3)cc2c1
(64) Cc1cc(NC(=O)c2ccccc2)n(C(C)(C)C)n1
(65) CC(C)CCn1c(NCCN(C)C)nc2c1c(=O)[nH]c(=O)n2C
(66) COc1ccccc1CNC(=O)c1cc2sccc2n1C
(67) COC(=O)COc1ccc(S(=O)(=O)N2CCOCC2)cc1C
(68) Cc1ccc(S(=O)(=O)Cn2nnnc2C(CC(C)C)N2CCN(c3ccc(F)cc3)CC2)cc1 (stereo unspecified)
(69) Cc1ccc2nc(CSc3nnc(Cc4cccs4)n3C3CCCCC3)cc(=O)n2c1
(70) CCOC(=O)C1CCCN(C(=O)c2cc(-c3ccc(C)cc3)nc3ccccc23)C1 (stereo unspecified)
(71) Nc1nc(NCc2ccco2)nc(N2CCCCCC2)c1[N+](=O)[O-]
(72) O=C(c1ccc(Cl)c(F)c1F)N1CCCC1
(73) Cc1ccc(Cl)cc1NC(=S)N1CCC(c2ccccc2)C1 (stereo unspecified)
Screen / compound no.	61	62	63	64	65	66	67	68	69	70	71	72	73
Lipid storage S3	?	?	i	?	?	24%	?	i	?	?	?	i	15%[9.22 µM]
Lipid storage S3 cell count max	/	/	18	/	/	-11	/	/	/	/	/	/	14
